Screens as filed in PubChem BioAssay.
NR2E3 ag-1: agonists of human NR2E3 nuclear receptor | AID 602229 | CHO-S Gal4-NCOR/VP16-NR2E3 two-hybrid, luciferase | 0.35% of 360,000 active | inhibition of corepressor binding, % at 3.98 µM | Q9Y5X4;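 active = inhibition above the mean of all tested compounds plus 3 SD, cut at about 70% in these data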;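 note: 0% = DMSO with NR2E3 transfected cells and 100% = cells lacking NR2E3 construct; higher means lower luciferase signal from less NR2E3 corepressor binding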
Target sequence (Q9Y5X4 whole entry, looked up, the tested form may be a part): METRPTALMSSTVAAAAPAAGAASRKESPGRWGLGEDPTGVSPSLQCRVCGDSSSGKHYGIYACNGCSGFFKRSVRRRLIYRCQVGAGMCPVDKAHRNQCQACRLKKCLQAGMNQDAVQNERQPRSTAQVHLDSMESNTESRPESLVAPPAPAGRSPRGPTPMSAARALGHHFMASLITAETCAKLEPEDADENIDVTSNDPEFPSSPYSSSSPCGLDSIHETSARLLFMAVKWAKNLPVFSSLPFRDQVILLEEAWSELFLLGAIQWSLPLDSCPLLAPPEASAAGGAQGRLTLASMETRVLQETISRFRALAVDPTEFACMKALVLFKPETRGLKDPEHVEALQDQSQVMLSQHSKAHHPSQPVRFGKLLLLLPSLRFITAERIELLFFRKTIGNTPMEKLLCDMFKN
NR2E3 ag-2: NR2E3 (human) agonism | inhibition of corepressor binding, % at 4.78 µM | 0.12% of 320,000 active | GST-NR2E3/biotin-RetCOR TR-FRET, 1536-well | Q9Y5X4 | AID 2300;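 active = percent inhibition above the cutoff of mean plus 3 SD of all tested compounds, set per screening campaign, cut at about 20% in these data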;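 note: 0% = DMSO wells and 100% = biotin wells as full block of FRET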
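System: GST-tagged NR2E3 plus biotinylated RetCOR corepressor; Buffer or medium: pH 7.5 Tris-based buffer; Probe or stimulus: RetCOR corepressor, biotinylated, 7 nM; Doses: compound at 4.8 µM, single dose; Schedule: 5 h incubation at 4 °C; Technique: time-resolved FRET; Evaluation: percent inhibition of TR-FRET ratio; Replication: one well per compound, singlicate testing.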
Shn3 3UTR inh: inhibitors of Schnurri-3 3'UTR reporter in osteoblasts; inhibition, % at 12.5 µM; 0.52% of 360,000 active; AID 588674; Clone20 osteoblast Shn3 3'UTR firefly luciferase, 24 h;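 active = mean inhibition of at least 75% with every replicate also reaching 75%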;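 note: 0% = median of neutral control wells and 100% = pilot-screen positive control compound; some compounds past the cut are filed as inactive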
HIF-2a inh: inhibitors of HIF-2a. 786-0 RCC cells HIF-2a reporter, luciferase luminescence, overnight. inhibition, % at 18.8 µM. 0.72% of 360,000 active. AID 624352;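 active = inhibition of the luminescence signal of 40% or more relative to plate controls, in a single-dose primary screen at 18.75 µM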
MITF TRPM1 inh: MITF TRPM1 promoter inhibition in SK-MEL-5 cells. inhibition, % at 12.5 µM. SK-MEL-5 TRPM1 promoter luciferase, 24 h. AID 488899. 0.83% of 330,000 active;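 active = mean inhibition across replicates of 60% or more, whatever share of single replicates reaches that level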; note: values of inactives mirror those of a sister screen read the other way
CF NFkB inh: blocks PAF-induced NF-kB reporter in cystic fibrosis cells; inhibition, % at 5 µM; KKLEB NF-kB-GFP reporter, GFP fluorescence overnight; 0.86% of 360,000 active; AID 588850;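 active = at least 50% inhibition at 5 µM, scaled per plate between neutral and stimulator controls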;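 note: PAF is a Pseudomonas aeruginosa culture filtrate used as stimulus; plate controls were PAF-stimulated DMSO wells for no effect and unstimulated DMSO wells for full effect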
TRAIL sens C8: caspase-8 TRAIL sensitization. inhibition (viability loss, TRAIL sensitization), % at 10 µM. NB7+C8 cells + TRAIL, ATPlite viability luminescence. 1% of 360,000 active;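 active = compounds causing at least 50% loss of cell viability in the single-dose screen, relative to plate controls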
hiPSC survival: hiPSC single-cell survival enhancement | 0.044% of 360,000 active | ATPlite luminescence; 100% = ROCK inhibitor wells, 0% = DMSO | AID 602274 | survival enhancement, % at 20 µM; in the data active = survival enhancement above about 18%;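 note: cells exposed to compounds for 16 hours before the ATP read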
Peg3 prom inh: Peg3 promoter activity inhibition; HeLa PEG-Prom luciferase reporter, luminescence, overnight; inhibition, % at 20 µM; 1.7% of 360,000 active; AID 588405;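 active = inhibition of at least 50% at 20 µM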
EBV LMP1 NFkB: reduces LMP1-driven NF-kappaB luciferase signal; inhibition, % at 12.5 µM; LMP1-induced NF-kappaB luciferase reporter cells, luminescence; AID 504558; 0.69% of 350,000 active; in the data active = inhibition above about 41%;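 note: 0% = neutral control wells and 100% = reference inhibitor control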
KKLEB tox: CF airway cell cytotoxicity counter-screen | KKLEB CF airway cells viability, ATPlite luminescence, overnight; stronger effect = lower value; cells stimulated with P. aeruginosa culture filtrate | activity change (cytotoxicity), % at 5 µM | 0.36% of 360,000 active | AID 602141;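 active = corrected activity change at or below -50% at 5 µM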
Numbers without * were called inactive; x = not tested or not shown. An excerpt (hit frequency here may not be typical).

SMILES	NR2E3 ag-1	NR2E3 ag-2	Shn3 3UTR inh	HIF-2a inh	MITF TRPM1 inh	CF NFkB inh	TRAIL sens C8	hiPSC survival	Peg3 prom inh	EBV LMP1 NFkB	KKLEB tox
Cc1cccc(NC(=O)COC(=O)c2cccc3c2C(=O)c2ccccc2C3=O)c1C	22.2	-0.7	4.5	-21.0	7.8	-20.4	17.2	-1.3	34.5	20.6	-14.1
O=C(COC(=O)C12CC3CC(CC(C3)C1)C2)Nc1nccs1	-12.7	2.3	-11.9	19.5	-3.6	-3.8	-1.2	2.1	10.2	-2.9	-25.3
COc1cccc(CNS(=O)(=O)c2ccc3c(c2)CC(C)N3C(C)=O)c1 (stereo unspecified)	26.9	0.1	11.3	16.5	4.2	7.5	-9.6	-0.4	13.9	-8.6	-12.1
O=C(Nc1ccc2c(c1)CCCN2C(=O)c1cccs1)c1c(F)cccc1F	0.4	-0.6	13.4	-17.1	1.3	4.6	14.8	-0.3	9.8	-4.0	1.5
Cc1cc(=O)oc2cc(OCc3ccc(C(=O)OCC(=O)Nc4ccccc4OC(F)F)cc3)ccc12	-29.2	-2.8	-2.1	-28.8	-12.5	0.8	1.8	-0.7	-65.0	1.3	-4.5
CCOc1ccc(NS(=O)(=O)c2ccc3c(c2)N(C(C)=O)CCO3)cc1	-3.9	2.1	39.3	3.6	12.9	-4.2	-22.3	-0.2	13.6	-3.7	7.2
O=C(COC(=O)[C@H](Cc1ccccc1)NC(=O)c1ccco1)Nc1ccccc1OC(F)F	24.6	x	22.9	14.2	5.5	-8.4	-2.8	0.2	-3.7	-0.6	18.4
Cc1ccc(CNC(=O)[C@H](C)[C@H]2C[C@]2(C)[C@H](NC(=O)OCc2ccccc2)c2ccccc2)o1	14.5	3.4	-8.5	-11.7	3.7	0.8	1.0	2.3	8.9	5.8	2.3
O=Cc1c(-[n+]2ccccc2)nc([O-])n1-c1ccccc1	-20.6	-1.7	27.1	6.6	10.1	3.5	-1.7	-1.0	3.8	-1.4	0.4
COc1ccc(-c2cc(N3CCN(CCO)CC3)n3nccc3n2)cc1	-23.1	x	-1.8	-5.9	x	-8.6	-10.3	-0.4	3.9	x	10.8
COCCn1nnnc1C(c1ccccc1)N1CCN(C)CC1 (stereo unspecified)	-11.8	1.1	-14.5	13.0	14.8	9.6	2.6	5.3	2.8	4.3	-6.3
C=CCOC(=O)C1=C(C)OC(N)=C(C#N)C1c1ccc2c(c1)OCO2 (stereo unspecified)	-6.2	2.1	-3.0	-3.7	5.0	10.1	-0.1	6.1	12.2	0.3	-6.1
CC1(C)Cc2c(cnn2-c2ccccc2)-c2c1c1ccccc1n2CC(O)CCl (stereo unspecified)	-9.4	1.8	1.8	5.8	0.5	19.5	0.7	6.6	16.5	1.6	11.0
COc1ccc2cc(C3c4cc(OC)c(OC)cc4CCN3C(=O)c3ccco3)c(=O)[nH]c2c1 (stereo unspecified)	-6.8	-0.1	-2.8	20.0	-4.5	26.3	-35.7	0.5	6.0	-2.5	-8.9
c1ccc2c(N3CCOCC3)nc(N3CCOCC3)nc2c1	16.7	0.5	9.2	20.5	1.3	9.0	2.8	-1.8	-5.5	5.0	-1.3
CCCn1c(=S)[nH]c2cc(C(=O)N3CCN(c4ccccc4)CC3)ccc2c1=O	-10.1	x	-5.6	14.8	x	-8.6	4.4	1.0	-7.8	3.7	-13.8
CCOc1ccccc1NC(=O)C(=O)N/N=C/c1ccc([N+](=O)[O-])cc1	6.7	-0.2	-10.9	1.6	3.0	-8.3	-15.7	-0.1	6.2	1.4	4.9
O=C1c2ccccc2C(=O)N1CCSc1n[nH]c(=S)s1	-1.9	2.9	0.2	11.4	-3.2	13.3	-2.8	0.2	10.1	0.8	2.3
Oc1ccc(Cl)cc1CNn1cnnc1	-3.3	-4.5	1.2	8.4	6.9	-2.5	10.6	-0.6	5.8	4.3	-2.8
CCN(CC)S(=O)(=O)c1ccc(C(=O)Nc2ncn(Cc3ccccc3)n2)cc1	2.8	2.1	-4.9	14.2	-20.0	-2.5	-5.5	-3.5	-3.7	0.1	-4.2
CC1(C(=O)NCc2cccc(C(F)(F)F)c2)CCN1C1Cc2ccccc2C1 (stereo unspecified)	8.4	x	-8.3	18.2	x	21.9	-15.4	-1.6	11.7	x	-2.5
CCc1ccc(C(c2ccc(CC)cc2)C(Cl)Cl)cc1	-7.2	2.5	12.8	6.0	-1.5	7.9	-0.4	1.0	-2.6	5.7	6.0
O=c1c2c3c(sc2n2cnnc2n1Cc1ccccc1)CN(Cc1ccccc1)CC3	-18.6	-1.0	17.1	17.9	-3.1	7.8	-6.2	-0.7	5.5	-1.0	0.8
O=C(Nc1ccccc1N1CCOCC1)c1cccs1	-2.9	-1.3	-2.8	4.9	-1.4	6.7	3.5	0.1	10.8	5.5	2.8
COc1ccc(C)cc1-n1c(SCC(=O)Nc2cc(C)on2)nc2ccccc2c1=O	-57.4	0.9	9.0	16.3	-2.0	-8.0	-13.8	1.4	25.8	9.2	21.0

More entries follow.
SMILES	NR2E3 ag-1	NR2E3 ag-2	Shn3 3UTR inh	HIF-2a inh	MITF TRPM1 inh	CF NFkB inh	TRAIL sens C8	hiPSC survival	Peg3 prom inh	EBV LMP1 NFkB	KKLEB tox
CC(C)C[C@@H]1NC(=O)[C@H](Cc2ccc(O)cc2)NC(=O)c2cc([N+](=O)[O-])cc(I)c2NCCC[C@@H](C(N)=O)NC1=O	10.7	6.5	-85.0	-3.1	-11.6	7.9	8.4	0.3	-11.2	-7.6	-9.9
CCOC(=O)/C(=N\Nc1ccccc1Cl)N1CCN(c2ccccc2OC)CC1	5.2	2.3	17.7	24.8	9.1	21.3	2.3	3.4	20.5	2.9	-12.0
N#Cc1ccccc1S(=O)(=O)N1CCN(C(=O)C2CCC2)CC1	5.0	1.3	-10.9	-2.9	1.5	5.0	4.9	0.3	-0.8	11.4	12.6
C=CC[C@@H](CC(=O)OC(C)(C)C)C(=O)OC[C@@H]1CCCN1C(=O)[C@@H](CC=C)CC(=O)N[C@@H](CO)Cc1ccccc1	17.1	x	3.7	4.6	-7.6	5.2	7.1	1.3	-5.8	-1.3	-6.4
Cc1ccc(SC(C)C(=O)O/N=C(\N)c2ccncc2)cc1 (stereo unspecified)	0.3	-2.0	-16.9	-17.6	6.2	-8.7	-3.0	-0.3	0.9	10.9	5.6
Cc1cccc(C)c1NC(=O)CNC(=O)C(Cc1ccccc1)NC(=O)c1ccccc1 (stereo unspecified)	-10.8	0.8	-6.6	13.5	-15.9	-8.1	-15.4	-0.5	2.3	1.0	1.9
CC(=O)OCC(=O)Nc1cc(S(=O)(=O)N2CCCCCC2)ccc1Cl	-49.3	0.1	7.4	11.3	-2.2	-4.6	21.9	-0.2	6.8	-9.2	2.2
COc1ccc(C(=O)NC(=S)N2CCCCC2)cc1[N+](=O)[O-]	9.3	0.3	10.4	1.3	0.0	20.1	-17.1	0.1	4.9	8.6	-2.4
COc1ccc(NC(=O)Cc2cccc3ccccc23)cc1	-19.0	2.5	-18.3	-28.9	8.2	-11.4	-1.1	0.8	-5.9	3.5	-0.2
O=[N+]([O-])c1cc2c(cc1/C=N/n1c(-c3ccccc3)n[nH]c1=S)OCO2	-7.9	-0.7	1.5	-33.1	-2.4	0.9	2.5	5.4	-24.7	-5.7	-2.9
COCCN(C(=O)CSc1n[nH]c(-c2ccccc2)n1)c1c(N)n(Cc2ccccc2)c(=O)[nH]c1=O	-11.3	-2.3	5.8	5.9	-6.9	5.0	1.0	-0.3	2.9	-0.8	-0.6
Cn1c(SCC(=O)NCCc2ccccc2)ncc(C(=O)Nc2ccc(F)cc2)c1=O	2.6	4.4	-21.0	19.3	25.4	4.8	1.3	-0.3	-10.1	-6.0	1.6
CCOc1ccc(-c2nnn(CC#N)n2)cc1OC	17.6	0.7	9.8	6.5	1.4	-2.1	0.7	5.9	11.7	-7.1	-3.6
Cc1nc2nc(-c3ccc(Cl)cc3)cn2nc1C	-141.5	2.5	12.7	-69.3	3.2	-12.2	27.8	-0.8	-28.8	22.6	2.7
O=C(/C=C/c1ccco1)NCCc1ccc(F)cc1	-36.4	0.6	-8.8	-80.7	-25.7	7.3	15.7	-0.4	-56.3	-12.0	-11.0
COCCN(Cc1ccc(C)cc1)C(=O)[C@H]1O[C@@H](n2ccc(=O)[nH]c2=O)[C@H](O)[C@@H]1O	-9.2	x	52.9	12.7	x	-29.3	6.2	-0.8	9.9	x	-2.7
O=S(=O)(Cc1ccccc1)NCc1ccccn1	10.7	-3.7	-10.0	-3.1	-10.3	4.8	11.1	0.9	11.1	1.6	10.8
CSc1cccc(CN2CCC(n3nccc3NC(=O)C3CC3)CC2)c1	-12.3	0.4	2.8	6.3	3.6	6.4	-1.5	-0.1	6.7	56.1*	-0.5
O=C(CNCCc1ccc(Cl)cc1Cl)NCc1ccco1	-26.2	2.7	61.0	-49.1	11.1	10.1	1.6	-0.3	-47.8	-1.8	-9.3
O=C(c1ccc(S(=O)(=O)c2ccccc2)cc1)N1CCc2ccccc2C1	-1.9	3.1	5.0	24.5	5.2	20.8	-15.4	2.0	4.2	-3.8	-12.7
COC(=O)c1ccc(Cl)c(NC(=O)CSc2ncn[nH]2)c1	-10.2	0.6	1.7	23.1	2.2	-8.6	-6.9	4.1	-8.4	5.2	4.3
Cc1n[nH]c(C)c1NC(=O)c1cc([N+](=O)[O-])ccc1Cl	-6.6	2.6	-5.5	6.3	5.9	9.3	-4.0	0.6	-2.5	-3.7	-5.5
Cc1ccc(S(=O)(=O)C2(C(=O)N3CCCCCC3)CC2)cc1	-10.8	-1.2	37.9	12.2	3.7	1.0	-4.9	1.7	-8.2	-1.7	0.0
CC(CC(=O)Nc1ccc2c(c1)c(=O)n(C)n2Cc1ccc(F)cc1)C(F)(F)F (stereo unspecified)	27.3	x	22.7	-14.2	x	8.7	-2.0	2.0	-3.3	x	1.0
O=c1c2ccccc2sc2ccc(NCCCN3CCOCC3)cc12	-38.9	-4.7	-106.3	-257.3	-72.9	-71.9	10.4	1.3	-275.0	-17.8	10.9
NS(=O)(=O)c1ccc(CCNC(=O)c2cccnc2)cc1	0.8	0.5	-8.6	9.2	3.4	3.2	-3.6	1.4	-2.9	3.3	-0.2
Cc1ccc(NC(=O)COc2ccc(N3CC(C(N)=O)CC3=O)cc2)c(C)c1 (stereo unspecified)	-21.5	3.5	4.6	4.5	8.2	2.8	9.1	-0.2	11.9	-4.7	0.9
CC(=O)OC(C(=O)NC1CCCCC1)c1cccc(F)c1 (stereo unspecified)	-14.3	3.3	-6.7	15.0	5.4	3.8	-7.7	-0.8	9.1	-6.3	2.4

Nothing new here: an excerpt of the list.
SMILES	NR2E3 ag-1	NR2E3 ag-2	Shn3 3UTR inh	HIF-2a inh	MITF TRPM1 inh	CF NFkB inh	TRAIL sens C8	hiPSC survival	Peg3 prom inh	EBV LMP1 NFkB	KKLEB tox
Cc1ccc(NC(=O)COc2ccc(N3CC(C(N)=O)CC3=O)cc2)c(C)c1 (stereo unspecified)	-21.5	3.5	4.6	4.5	8.2	2.8	9.1	-0.2	11.9	-4.7	0.9
CC(=O)OC(C(=O)NC1CCCCC1)c1cccc(F)c1 (stereo unspecified)	-14.3	3.3	-6.7	15.0	5.4	3.8	-7.7	-0.8	9.1	-6.3	2.4
